HCT116 bCat-KO – primary screen for growth suppressors in beta-catenin knockout HCT116 cells (colon tumor, human). viability, % at 10 µM. 1.5% of 140,000 active. HCT116 beta-catenin knockout viability, CellTiter-Glo, 60 h; active compounds read low. AID 818, 2007;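 active means viability at or under a set limit, the compound median less 4 SD, cut at about 6% in these data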;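 further: 0% = Hyamine 1622 control at 20 µM and 100% = untreated cell control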
E-sel TNF inh – E-selectin induction blockers in HUVEC – imaging, immunofluorescence, high content, primary screen | HUVEC TNFa-induced E-selectin immunofluorescence | 0.71% of 120,000 active | inhibition, % at 2 µM;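 active means inhibition above the batch mean plus 3 SD, and confirmed as a hit on visual image review, cut at about 43% in these data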;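 further: 0% = TNF-stimulated DMSO wells and 100% = unstimulated control wells; not every result past the cut was called active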
Yeast life ext – compounds extending yeast replicative lifespan, primary screen, S. cerevisiae, OD615; S. cerevisiae growth with nicotinamide; deaD strain in restrictive glucose medium; inhibition of the nicotinamide effect, % at 10 µM; 0.68% of 130,000 active; AID 775, 2007;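 active means inhibition above a set limit, placed 3 SD over the median of all compounds, cut at about 26% in these data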;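 further: 0% = nicotinamide-treated wells and 100% = cells grown without nicotinamide; some compounds called inactive have numbers as strong as hits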
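Buffer or medium: CSMM-D glucose medium, restrictive; test system: modified budding yeast, DeaD strain; compound: single dose 10 µM compound, 0.25% DMSO; schedule: culture preincubation 4 h, compound exposure 48 h, both 30 °C; detection: optical density (absorbance) at 615 nm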
Yeast growth inh – growth inhibitors of yeast BB579 in restrictive medium, primary screen, yeast lifespan-shortening project, S. cerevisiae | OD615, 48 h | inhibition, % at 10 µM | 0.51% of 140,000 active | AID 804, 2007;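 active means inhibition above a set limit, 3 SD over the mean compound inhibition, cut at about 44% in these data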; further: inactives centre near -24
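Test system: DeaD yeast strain BB579 / Buffer or medium: restrictive glucose-based CSMM-D medium / Doses: single 10 µM dose / Schedule: 4 h cell preincubation, 48 h compound exposure, 30 °C humidified / Technique: culture absorbance at 615 nm / Controls: amphotericin B positive control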
Measles CPE – compounds protecting cells from measles virus cytopathic effect, primary screen, measles RdRp inhibitor project, single point, MLSMR library, absorbance. Measles virus-infected cells, CPE protection. protection (pct of control), % at 4 µM. 1.5% of 140,000 active. AID 841, 2007; in the data active means protection mostly above about 24%, no sharp cut-off; inactive means mostly below about 26%; further: some compounds called inactive have numbers as strong as hits
GALR2 blocker – GALR2 antagonists in receptor-expressing cells, primary screen; antagonist mode; 0.39% of 140,000 active; inhibition, % at 4 µM; in the data active means inhibition above about 27%;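 further: cells stimulated with galanin 1-16 at roughly its EC80; 0% = agonist challenge control and 100% = basal control without agonist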
Target sequence (O43603 whole entry, looked up): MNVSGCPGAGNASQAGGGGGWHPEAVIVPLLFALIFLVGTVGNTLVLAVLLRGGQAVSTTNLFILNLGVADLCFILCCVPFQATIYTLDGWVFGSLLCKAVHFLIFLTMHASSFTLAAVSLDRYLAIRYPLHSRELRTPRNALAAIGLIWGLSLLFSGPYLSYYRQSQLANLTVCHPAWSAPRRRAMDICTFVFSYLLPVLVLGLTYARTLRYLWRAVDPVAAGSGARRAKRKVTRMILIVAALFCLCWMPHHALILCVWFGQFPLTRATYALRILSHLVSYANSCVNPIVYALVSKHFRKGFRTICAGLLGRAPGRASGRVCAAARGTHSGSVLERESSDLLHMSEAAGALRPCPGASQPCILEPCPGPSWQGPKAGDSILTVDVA
Phagocytosis inh – inhibitors of macrophage phagocytosis, primary screen, imaging, J774A.1 cells, IgG beads | J774A.1 macrophage IgG-bead phagocytosis | inhibition, % at 5 µM | 0.07% of 110,000 active;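 active means inhibition above the mean of the plate negative controls plus 5 SD, cut at about 13% in these data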;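 further: phagocytic index as fraction of beads internalized from green versus red external bead signal; plate controls were DMSO negative control for no effect and cytochalasin-D positive control for full effect; some results beyond the cut were filed as inactive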
MRP1 act – H69AR viability gain despite doxorubicin, primary screen, MRP-1 activator project, H69AR cells, CellTiter-Glo. viability rescue. viability increase, % at 10 µM. 0.61% of 140,000 active. AID 799, 2007;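 active means viability gain under doxorubicin at or above a set limit, the compound median plus 3 SD, cut at about 4.7% in these data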;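 further: MRP-1 overexpressing cells given doxorubicin 25 µM after compound pretreatment; 18-22 h compound pretreatment then 72 h with doxorubicin before readout; 0% = doxorubicin-only wells and 100% = vehicle-treated cells without doxorubicin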
HCT116 PTEN-null – growth suppression of PTEN-null HCT116, primary screen, cell-based, CellTiter-Glo; 1.2% of 140,000 active; HCT116 PTEN-null viability, 60 h; active compounds read low; viability, % at 10 µM; AID 827, 2007;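 active means viability at or below a set limit, 4 SD under the median of all tested compounds, cut at about 3.7% in these data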;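 further: PTEN knockout HCT116 line with beta catenin targeted HCT116 as companion control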
NPY Y2 blocker – NPY-Y2 receptor antagonists, primary screen, cell-based; NPY-Y2 expressing cells, antagonist mode; inhibition, % at 2.7 µM; 0.99% of 140,000 active; AID 793, 2007; in the data active means inhibition above about 17%;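 further: 0% = vehicle with agonist challenge and 100% = reference antagonist with challenge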
Target sequence (P49146 whole entry, looked up): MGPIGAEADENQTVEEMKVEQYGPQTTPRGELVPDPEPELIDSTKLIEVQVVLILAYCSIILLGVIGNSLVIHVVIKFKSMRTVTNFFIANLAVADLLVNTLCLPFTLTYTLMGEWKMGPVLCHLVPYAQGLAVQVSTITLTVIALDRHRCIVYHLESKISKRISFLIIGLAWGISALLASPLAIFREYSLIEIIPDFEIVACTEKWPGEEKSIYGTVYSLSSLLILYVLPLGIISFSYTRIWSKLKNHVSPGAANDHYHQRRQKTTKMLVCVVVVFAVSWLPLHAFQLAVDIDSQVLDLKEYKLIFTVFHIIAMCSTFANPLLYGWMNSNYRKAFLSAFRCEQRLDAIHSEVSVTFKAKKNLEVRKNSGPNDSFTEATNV
The depositor's hits bear a star; . = not tested or not shown.

cpd | mol | HCT116 bCat-KO | E-sel TNF inh | Yeast life ext | Yeast growth inh | Measles CPE | GALR2 blocker | Phagocytosis inh | MRP1 act | HCT116 PTEN-null | NPY Y2 blocker
1 | CCOc1cc(-c2nc(-c3ccccc3)c(-c3cc([N+](=O)[O-])ccc3C)[nH]2)ccc1O | 39 | -3 | 2 | -31 | 9 | -1 | 3 | -5.7 | 27 | 0
2 | COc1c2ccoc2c(OCC=C(C)C)c2oc(=O)ccc12 | 91 | . | -7 | 3 | 5 | -3 | . | -1.2 | 89 | 4
3 | O=C(Nc1ccc(C(F)(F)F)cc1)C1CC(=O)N(c2ccc3c(c2)OCCO3)C1 (configuration not stated) | 82 | 22 | -19 | -48 | 11 | -1 | -1 | -3.2 | 82 | 7
4 | CC(NC(=O)c1ccc(CS(=O)(=O)c2ccc(Cl)cc2)o1)c1ccc2c(c1)OCCO2 (configuration not stated) | 75 | -17 | -9 | -9 | 19 | -2 | 0 | -2.4 | 71 | -2
5 | O=C(CSc1nnc(CNC(=O)c2ccccc2F)o1)NCCc1ccccc1 | 102 | 1 | -5 | -55 | 8 | -7 | . | 1.2 | 109 | 2
6 | CC(=O)Nc1cccc(NC(C)=C(C#N)C#N)c1 | 93 | . | -4 | 0 | 9 | -2 | -9 | -1.4 | 102 | 2
7 | O=S(=O)(c1ccccc1)N1C2CCC1CC(O)(c1cccnc1)C2 (configuration not stated) | 83 | 20 | -15 | -9 | 3 | -3 | -2 | -0.4 | 89 | 0
8 | O=C(NCC(=O)N(Cc1ccccc1)C(C(=O)NC1CCCC1)c1cccnc1)c1ccco1 (configuration not stated) | 96 | 20 | . | -31 | 6 | 1 | . | -1.7 | 85 | 4
9 | O=C(NCCN1CCCC1)c1ccc(CS(=O)(=O)c2c(Cl)cccc2Cl)o1 | 99 | . | -10 | -6 | 6 | 8 | . | -0.9 | 93 | 1
10 | COCc1nnc(NC(=O)C(C)C)s1 | 103 | 40 | -4 | 14 | 37 | -1 | 5 | 0.3 | 107 | 1
11 | CCN(CC)Cc1c(C(=O)OC)nnn1-c1nonc1N | 107 | 3 | -10 | -20 | 4 | -15 | . | -0.9 | 94 | 1
12 | CCC(c1nnnn1C(C)(C)CC)N(CCCO)Cc1cc2cc(C)cc(C)c2[nH]c1=O (configuration not stated) | 81 | . | 7 | 9 | 12 | 3 | -1 | -6.0 | 74 | 5
13 | O=C(NCc1ccccc1)c1cccc(S(=O)(=O)N2CCOCC2)c1 | 91 | . | 1 | -23 | 2 | -5 | 0 | -0.3 | 93 | 4
14 | O=C(Cn1ncc2c(=O)oc3ccccc3c21)N1CCCN(Cc2ccccc2F)C1 | 96 | -17 | -10 | -16 | 4 | 11 | -1 | -0.2 | 105 | 4
15 | Cc1cc(C)n2cc(CSc3nnc(-c4ccccc4)o3)nc2n1 | 94 | -2 | -7 | -21 | 2 | -1 | -2 | -0.9 | 104 | 0
16 | CCCCNC(=O)CSc1nc2ccccc2n1S(=O)(=O)c1ccc(Br)cc1 | 83 | 17 | 3 | -31 | 12 | -11 | 1 | 0.0 | 94 | 0
17 | CC(=O)c1cc(F)c(N2CCN(C(=O)Cc3ccccc3)CC2)cc1C | 90 | -17 | -12 | 5 | 7 | 9 | 0 | -3.0 | 85 | -1
18 | CN(C)c1oc(-c2ccccc2)nc1C#N | 86 | . | -11 | -2 | 5 | 7 | . | 0.0 | 83 | 1
19 | CC(C)(C)NCc1cccn1-c1sc2c(c1C#N)CCCC2 | 74 | 5 | -11 | -6 | 14 | -3 | . | -3.1 | 72 | 6
20 | O=C(Nc1ccc2c(c1)Cc1ccccc1-2)c1ccco1 | 95 | . | -2 | -21 | 9 | -4 | -1 | -2.6 | 91 | -3
21 | Cc1ccccc1OCC(=O)N/N=C1\CCOc2c(C)cccc21 | 113 | -9 | -1 | -54 | 24 | 0 | . | 1.4 | 109 | 0
22 | O=C(COC(=O)C1CC(=O)N(c2ccccc2)C1)c1ccccc1 (configuration not stated) | 95 | . | -9 | -8 | 21 | 6 | -1 | -0.6 | 97 | 3
23 | COc1ccc(CNC(=S)Nc2cc(C)ccc2C)cc1 | 68 | -32 | -15 | -42 | 17 | -2 | . | -1.4 | 81 | 3
24 | CSc1ccccc1-n1nnnc1SCC(=O)NCc1cccs1 | 85 | -34 | -8 | -20 | 19 | -9 | . | -2.9 | 95 | -1
25 | O=c1[nH]cnc2scc(C3COc4ccccc4O3)c12 (configuration not stated) | 99 | . | -8 | -44 | 10 | 12 | 0 | -1.0 | 96 | 6

Two of the compounds above, in transposed form.
[7] O=S(=O)(c1ccccc1)N1C2CCC1CC(O)(c1cccnc1)C2 (configuration not stated)
[8] O=C(NCC(=O)N(Cc1ccccc1)C(C(=O)NC1CCCC1)c1cccnc1)c1ccco1 (configuration not stated)
Compound,7,8
HCT116 bCat-KO,83,96
E-sel TNF inh,20,20
Yeast life ext,-15,.
Yeast growth inh,-9,-31
Measles CPE,3,6
GALR2 blocker,-3,1
Phagocytosis inh,-2,.
MRP1 act,-0.4,-1.7
HCT116 PTEN-null,89,85
NPY Y2 blocker,0,4

The results go on:
cpd | mol | HCT116 bCat-KO | E-sel TNF inh | Yeast life ext | Yeast growth inh | Measles CPE | GALR2 blocker | Phagocytosis inh | MRP1 act | HCT116 PTEN-null | NPY Y2 blocker
26 | CCCCC(CC)CN1C(=O)/C(=C/c2ccncc2)SC1=S (configuration not stated) | 40 | 0 | -9 | -25 | 10 | -7 | -1 | -2.1 | 28 | 2
27 | COc1cccc(NC(=O)CSc2ncnc3c2oc2ccccc23)c1 | 101 | 11 | -7 | -36 | 7 | 2 | 0 | -4.6 | 98 | 5
28 | CC(C)=CCCC1=CCC(/C(C)=N/NC(N)=O)CC1 (configuration not stated) | 103 | -5 | -16 | -1 | 42 | -6 | -3 | -1.6 | 108 | 2
29 | COc1ccc2[nH]c(C(=O)O)c(CCC(=O)O)c2c1 | 95 | 11 | -24 | -21 | 12 | 0 | -1 | -0.9 | 90 | -2
30 | CCC(c1nnnn1Cc1cccs1)N1CCN(c2nc3ccccc3s2)CC1 (configuration not stated) | 73 | -2 | -1 | -22 | 3 | -3 | -1 | -1.0 | 63 | 4
31 | Cc1ccc(Nc2ncc3c(n2)CC(c2ccco2)CC3=O)c(C)c1 (configuration not stated) | 81 | -22 | -2 | -15 | 27 | -9 | 0 | -4.7 | 82 | 5
32 | O=C(CN1CCN(C(=O)c2cccc(F)c2)CC1)Nc1ccccc1F | 96 | . | 4 | -18 | 15 | -3 | 4 | -2.0 | 100 | -1
33 | COCc1cc(=O)n2c([nH]c3ccccc32)c1C#N | 79 | 4 | -22 | -23 | 21 | 4 | -1 | -4.1 | 85 | 6
34 | O=C1C2C3C=CC(O3)C2C(=O)N1CC(O)c1ccccc1 (configuration not stated) | 105 | -1 | -6 | -9 | 17 | -4 | -2 | -1.1 | 98 | 0
35 | Cc1cc2n(n1)C(c1sccc1C)Nc1ccccc1-2 (configuration not stated) | 86 | 5 | -15 | -40 | 4 | 9 | 0 | 0.9 | 99 | 1
36 | CCCCc1n[nH]c2c1/C(=N/O)CC(C)(C)C2 | 102 | 3 | . | -22 | 6 | 13 | . | -3.3 | 93 | 0
37 | COC(=O)c1ccc(Cc2ccccc2)o1 | 105 | 8 | -10 | -37 | 0 | 16 | -2 | -0.8 | 105 | 5
38 | CN1/C(=C\C(=O)COc2ccc3c(c2)OCO3)C(C)(C)c2ccccc21 | 35 | . | -1 | -50 | 5 | 2 | -1 | 3.8 | 48 | 11
39 | COc1ccc(OC)c(Nc2nc(-c3cccc([N+](=O)[O-])c3)nc3ccccc23)c1 | 8 | -38 | -6 | -44 | 10 | -6 | . | -2.4 | 4 | 4
40 | COC(=O)c1cc(C(=O)N(Cc2ccccc2)c2ccccn2)cc([N+](=O)[O-])c1 | 92 | . | 3 | -39 | 18 | 4 | -1 | -2.7 | 94 | 2
41 | CCOc1ccc(CCNC(=O)c2cc3ccccn3n2)cc1OCC | 85 | . | -11 | 19 | 6 | -18 | 0 | -1.4 | 90 | 5
42 | COc1cccc(/C=N/NC(=O)CN2C(=O)NC3NC(=O)NC32)c1 (configuration not stated) | 94 | . | 12 | -2 | 3 | 3 | 1 | 2.4 | 100 | 2
43 | Cc1nc2ccc(F)cc2cc1C(=O)NCc1ccco1 | 105 | -7 | -10 | -24 | 19 | -5 | -1 | 2.2 | 99 | -1
44 | COc1ccc(/C=C(/NC(=O)c2ccc(C)cc2)c2nc3ccccc3[nH]2)cc1OC | 87 | -7 | 4 | -76 | 6 | 1 | . | 0.3 | 99 | -1
45 | O=C1CCCC2=C1C(c1cn(-c3ccccc3)nc1-c1cccs1)c1c([nH]c(=O)[nH]c1=O)N2 (configuration not stated) | 109 | -27 | -4 | -27 | 5 | -6 | . | -3.0 | 89 | 2
46 | CCCCC(=O)Nc1cccc(NC(=S)NC(=O)COc2ccccc2Cl)c1 | 107 | . | 1 | -17 | 3 | 6 | -4 | 2.1 | 104 | -1
47 | C/C(N)=C(/C#N)C(=O)CSc1nnnn1-c1ccccc1 | 86 | -15 | -9 | -18 | 33 | 16 | -1 | -3.5 | 101 | 0

In the list so far, these have an aryl methoxy group.
cpd | mol | HCT116 bCat-KO | E-sel TNF inh | Yeast life ext | Yeast growth inh | Measles CPE | GALR2 blocker | Phagocytosis inh | MRP1 act | HCT116 PTEN-null | NPY Y2 blocker
2 | COc1c2ccoc2c(OCC=C(C)C)c2oc(=O)ccc12 | 91 | . | -7 | 3 | 5 | -3 | . | -1.2 | 89 | 4
23 | COc1ccc(CNC(=S)Nc2cc(C)ccc2C)cc1 | 68 | -32 | -15 | -42 | 17 | -2 | . | -1.4 | 81 | 3
27 | COc1cccc(NC(=O)CSc2ncnc3c2oc2ccccc23)c1 | 101 | 11 | -7 | -36 | 7 | 2 | 0 | -4.6 | 98 | 5
29 | COc1ccc2[nH]c(C(=O)O)c(CCC(=O)O)c2c1 | 95 | 11 | -24 | -21 | 12 | 0 | -1 | -0.9 | 90 | -2
39 | COc1ccc(OC)c(Nc2nc(-c3cccc([N+](=O)[O-])c3)nc3ccccc23)c1 | 8 | -38 | -6 | -44 | 10 | -6 | . | -2.4 | 4 | 4
42 | COc1cccc(/C=N/NC(=O)CN2C(=O)NC3NC(=O)NC32)c1 (configuration not stated) | 94 | . | 12 | -2 | 3 | 3 | 1 | 2.4 | 100 | 2
44 | COc1ccc(/C=C(/NC(=O)c2ccc(C)cc2)c2nc3ccccc3[nH]2)cc1OC | 87 | -7 | 4 | -76 | 6 | 1 | . | 0.3 | 99 | -1

Bioassay records (PubChem BioAssay)
